WRN inhibitor = qHTS for Inhibitors of WRN Helicase; Potency, µM (doses to about 114 µM), for the others: at the highest dose activity change, negative = inhibition, actives largely listed as inhibitors; WRN helicase unwinding, fluorescent forked duplex, kinetic; AID 651768, 2012; actives 0.46% (n = 360,000); Bifunctional 3'-5' exonuclease/ATP-dependent helicase WRN (Homo sapiens), Q14191; note: potency is the fitted concentration of half-maximal effect; % is set by controls: 0 for no effect and ±100 for the full control effect; nearly all actives have a fitted effect of over 55% in size
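WRN at 20 nM final was preincubated with compound for 15 min at room temperature; reaction started with 100 nM forked duplex oligonucleotide carrying fluorophore and quencher plus 2 mM ATP (final). Unwinding followed kinetically by red fluorescence (ex 525/em 598 nm).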
EPAC2 antagonist = qHTS for Antagonist of cAMP-regulated guanine nucleotide exchange factor 2 (EPAC2): primary screen; AID 720708, 2013; EPAC2 GEF exchange of Rap1B-BODIPY-GDP, fluorescence; Rap guanine nucleotide exchange factor 4 (Homo sapiens), Q8WZA2; Potency, µM (doses to about 114 µM), for inactives: top-dose activity, negative = inhibition, most hits filed as inhibitors; actives 0.18% (n = 360,000); note: potency is the fitted concentration of half-maximal effect; % is set by controls: 0 for no effect and ±100 for the full control effect; nearly all actives have a fitted effect of over 45% in size; many of its hits are not listed in these tables
Target sequence (Q8WZA2 whole entry, looked up): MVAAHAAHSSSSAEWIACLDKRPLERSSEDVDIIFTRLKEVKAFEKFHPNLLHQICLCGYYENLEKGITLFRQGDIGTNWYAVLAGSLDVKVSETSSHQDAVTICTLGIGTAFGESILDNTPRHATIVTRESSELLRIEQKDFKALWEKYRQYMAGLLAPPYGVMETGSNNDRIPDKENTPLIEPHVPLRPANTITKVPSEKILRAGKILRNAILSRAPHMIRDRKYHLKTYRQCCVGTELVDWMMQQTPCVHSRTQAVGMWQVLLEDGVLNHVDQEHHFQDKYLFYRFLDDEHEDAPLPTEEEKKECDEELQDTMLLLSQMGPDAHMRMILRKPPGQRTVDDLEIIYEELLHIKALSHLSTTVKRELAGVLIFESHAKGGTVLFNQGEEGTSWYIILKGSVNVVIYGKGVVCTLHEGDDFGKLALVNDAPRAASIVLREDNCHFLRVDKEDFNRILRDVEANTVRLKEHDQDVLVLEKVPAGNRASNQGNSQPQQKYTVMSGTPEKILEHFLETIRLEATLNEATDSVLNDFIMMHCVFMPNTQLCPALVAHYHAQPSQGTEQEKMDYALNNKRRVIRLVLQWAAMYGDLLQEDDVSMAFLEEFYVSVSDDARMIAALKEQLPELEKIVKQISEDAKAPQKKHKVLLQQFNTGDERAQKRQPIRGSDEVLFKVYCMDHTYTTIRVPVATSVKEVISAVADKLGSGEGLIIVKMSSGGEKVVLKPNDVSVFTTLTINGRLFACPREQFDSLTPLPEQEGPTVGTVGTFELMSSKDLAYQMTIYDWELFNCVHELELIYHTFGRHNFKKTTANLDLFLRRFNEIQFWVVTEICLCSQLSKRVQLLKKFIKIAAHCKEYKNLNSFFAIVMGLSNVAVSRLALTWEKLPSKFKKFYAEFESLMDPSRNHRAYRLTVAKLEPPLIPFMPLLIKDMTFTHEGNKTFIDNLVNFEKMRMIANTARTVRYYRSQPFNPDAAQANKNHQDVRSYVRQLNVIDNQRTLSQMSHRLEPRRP
PI5P4K alpha inh = qHTS for Inhibitors of phosphatidylinositol 5-phosphate 4-kinase (PI5P4K); Phosphatidylinositol 5-phosphate 4-kinase type-2 alpha (Homo sapiens), P48426; actives 1.2% (n = 330,000); AID 652105, 2013; max response, %; PI5P4Kalpha enzyme, ADP-Glo luminescence, 60 min; active compounds read low; active = max response of -50% or lower; inconclusive = between -30% and -50%; inactive = -30% or higher; note: value at the top dose of about 77 µM; % is set by controls: 0 for no effect and ±100 for the full control effect
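Compounds were pin-transferred onto PI5P4Kalpha and substrate in HEPES pH 7.4 buffer with EGTA, CHAPS and 5% DMSO. ATP (5 microM final) started the reaction, which ran 60 minutes at room temperature before ADP-Glo detection.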
EPAC1 antag = qHTS for Antagonist of cAMP-regulated guanine nucleotide exchange factor 3 (EPAC1): primary screen. Potency, µM (top dose mostly 115 µM), for inactives: top-dose activity change, negative = inhibition, actives largely listed as inhibitors. Rap guanine nucleotide exchange factor 3 (Homo sapiens), O95398. actives 0.14% (n = 360,000). EPAC1 GEF assay, Rap1b-BODIPY-GDP exchange fluorescence;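 note: potency is the fitted concentration of half-maximal effect; plate controls were vehicle for no effect and positive control for full effect; nearly all actives have a fitted effect of over 50% in size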
Mm-Cpn inhibitor = Inhibitors of TCP-1 ring complex (TRiC) of Methanococcus maripaludis (MmCpn): qHTS. purified Mm-Cpn ATPase, ADP Transcreener TR-FRET. Potency, µM (titrated, usually from 76.9 µM), for inactives: at the top dose activity, negative = inhibition, hits mostly inhibitors. actives 0.031% (n = 330,000); note: potency is the fitted concentration of half-maximal effect; % is set by controls: 0 for no effect and ±100 for the full control effect; nearly all actives have a fitted effect of over 80% in size
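25 nM Mm-CPN + cpd, 10 min 37°C; + 10 uM ATP, 30 min 37°C; buffer 30 mM Tris pH 7.4, 100 mM KCl, 5 mM MgCl2, 1 mM DTT; Transcreener ADP HTRF detection 30 min RT.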
CCT chaperon mod = High-Throughput Screening for Modulators of Cytosolic Chaperonin Activity; activity change, % (test concentration not listed), hits read low; actives 0.3% (n = 360,000); purified chaperonin ATPase assay, HTRF ADP detection, 30 min; in the data active = activity change below about -30%; note: % is set by controls: 0 for no effect and ±100 for the full control effect
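TRiC at 40 or 20 nM final (batch-dependent) in 30 mM Tris pH 7.4, 100 mM KCl, 5 mM MgCl2, 1 mM DTT, with compound at single 76 uM and 10 uM ATP, 30 min at 37 deg C. ADP detected by HTRF Transcreener, 665/615 ratio.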
EPAC1 agonist = qHTS for Agonist of cAMP-regulated guanine nucleotide exchange factor 3 (EPAC1): primary screen; EPAC1 agonist qHTS, biochemical assay; response scale: 100% = response to 6.5 mM cAMP; Potency, µM (series often up to 154 µM), inactives show at the highest dose activation, hits mostly activators; actives 0.073% (n = 360,000); AID 720707, 2013; note: potency is the fitted concentration of half-maximal effect; nearly all actives have a fitted effect of over 60% in size
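EPAC1 100 nM, Rap1B–BODIPY-GDP 250 nM, unlabeled GDP 50 uM; compound titration; 5 min RT; kinetic read ex480/em540 at 5-min intervals ×30 min; data normalized to 6.5 mM cAMP agonist control.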
PLK1 PBD block = qHTS for Inhibitors of PLK1-PDB (polo-like kinase 1 - polo-box domain): Primary Screen | Potency, µM, for the others: max response, negative = inhibition, usual class: inhibitors | actives 2.8% (n = 360,000) | Plk1 PBD binding of FITC phosphopeptide, fluorescence polarization | Serine/threonine-protein kinase PLK1 (Homo sapiens), P53350; note: potency is the fitted concentration of half-maximal effect; series mostly up to about 57 µM; % is set by controls: 0 for no effect and ±100 for the full control effect; nearly all actives have a fitted effect of over 65% in size
Active calls of the source: *; & = joins results of further samples. Unless noted, calls come from the whole dose curve; as a rule, active = well fitted curve in the direction sought with a large enough effect; inconclusive = small, poorly fitted or top-dose-only effect, or another doubt; inactive = no such curve, though single readings can be large; an effect the other way counts as inactive or inconclusive. An excerpt (hit frequency here may not be typical).

For CCOc1ccc(C(=O)Nc2sc3c(c2C(=O)OC)CC(C)(C)NC3(C)C)cc1 the results were WRN inhibitor -6%, EPAC2 antagonist 5%, PI5P4K alpha inh 1, EPAC1 antag -4%, Mm-Cpn inhibitor 0%, CCT chaperon mod 0.9, EPAC1 agonist 13% and PLK1 PBD block 2%.
For CCOC(=O)c1nnn(-c2nc(N(C)C)nc(N(C)C)n2)c1C the results were WRN inhibitor 9%, EPAC2 antagonist 0%, PI5P4K alpha inh -4, EPAC1 antag -11%, Mm-Cpn inhibitor -14%, CCT chaperon mod -1.1, EPAC1 agonist -2% and PLK1 PBD block -6%.
O=C(CCSc1nc(-c2ccc3c(c2)OCO3)cc(C(F)(F)F)n1)NCc1ccco1 was read as WRN inhibitor -3%, EPAC2 antagonist -1%, PI5P4K alpha inh -2, EPAC1 antag -7%, Mm-Cpn inhibitor -1%, CCT chaperon mod 0.8, EPAC1 agonist -19% and PLK1 PBD block 2%.
COc1ccc(S(=O)(=O)NC2CCCC2)cc1Cl was read as WRN inhibitor 8%, EPAC2 antagonist inconclusive, PI5P4K alpha inh -1, EPAC1 antag 11%, Mm-Cpn inhibitor 3%, CCT chaperon mod 0.6, EPAC1 agonist 0% and PLK1 PBD block -1%.
`N#CC1(Cc2ccc([N+](=O)[O-])cc2)c2ccccc2C=CN1C(=O)c1ccccc1` (stereo not drawn) gave WRN inhibitor -8%, EPAC2 antagonist -5%, PI5P4K alpha inh 1, EPAC1 antag -13%, Mm-Cpn inhibitor 2%, CCT chaperon mod 0.4, EPAC1 agonist 1% and PLK1 PBD block -5%.
Screening CCOC(=O)N1CCN(C(=O)CN(C2CCCCC2)S(=O)(=O)c2ccc(C)cc2)CC1 returned WRN inhibitor -6%, EPAC2 antagonist 1%, PI5P4K alpha inh -6, EPAC1 antag -3%, Mm-Cpn inhibitor 0%, CCT chaperon mod 0.5, EPAC1 agonist -5% and PLK1 PBD block -2%.
For COc1ccc(C2(C)NC(=O)N(CC(=O)Nc3ccc4c(c3)OCO4)C2=O)cc1OC (stereo not drawn) the results were WRN inhibitor 5%, EPAC2 antagonist -7%, PI5P4K alpha inh -14, EPAC1 antag 3%, Mm-Cpn inhibitor 2%, CCT chaperon mod -1.4, EPAC1 agonist 13% and PLK1 PBD block -7%.
`CCC(=O)Nc1nnc(S(=O)(=O)N2CCCc3ccccc32)s1` gave WRN inhibitor 6%, EPAC2 antagonist 3%, PI5P4K alpha inh -2, EPAC1 antag 15%, Mm-Cpn inhibitor -2%, CCT chaperon mod -0.4, EPAC1 agonist -13% and PLK1 PBD block -2%.
`COc1ccc(NC(=O)CCNC(=O)c2ccccc2Cl)cc1S(=O)(=O)N1CCCCC1` gave WRN inhibitor 12%, EPAC2 antagonist 4%, PI5P4K alpha inh 1, EPAC1 antag -2%, CCT chaperon mod -1.0, EPAC1 agonist 1% and PLK1 PBD block -2%.
For O=S(=O)(Cc1ccc(Cl)cc1)N1CCN(Cc2ccc3c(c2)OCO3)CC1 the results were WRN inhibitor -2%, EPAC2 antagonist -1%, PI5P4K alpha inh 1, EPAC1 antag 14%, Mm-Cpn inhibitor -5%, CCT chaperon mod -1.6, EPAC1 agonist 4% and PLK1 PBD block -4%.
Screening CSC1=C(C#N)C(c2ccccc2Cl)C2=C(N1)c1ccccc1C2=O (stereo not drawn) returned WRN inhibitor -20%, EPAC2 antagonist 3%, PI5P4K alpha inh -2, EPAC1 antag 0%, Mm-Cpn inhibitor -2%, CCT chaperon mod -0.9, EPAC1 agonist -1% and PLK1 PBD block inconclusive.
Screening CCCCN(C=O)c1c(CC)nc2ccc(C(=O)N(C)Cc3ccco3)cn12 returned WRN inhibitor 4%, EPAC2 antagonist 6%, PI5P4K alpha inh -3, EPAC1 antag 7%, CCT chaperon mod 2.4, EPAC1 agonist -15% and PLK1 PBD block 2%.
Screening COC(=O)C(C)N1C(=O)S/C(=C/c2cc(C)n(-c3ccccn3)c2C)C1=O (stereo not drawn) returned WRN inhibitor 2%, EPAC2 antagonist -24%, PI5P4K alpha inh 3, EPAC1 antag -4%, Mm-Cpn inhibitor 1%, CCT chaperon mod -0.9, EPAC1 agonist 7% and PLK1 PBD block -12%.
Screening COc1ccccc1CCNC(=O)C(=O)NCC1OCCN1S(=O)(=O)c1ccc(F)cc1 (stereo not drawn) returned WRN inhibitor 2%, EPAC2 antagonist -5%, PI5P4K alpha inh -4, EPAC1 antag 7%, Mm-Cpn inhibitor 0%, CCT chaperon mod -0.5, EPAC1 agonist 6% and PLK1 PBD block 4%.
`CCOC(=O)C1=C(C)NC(C)=C(C(=O)OCC)C1C(=O)OCC(=O)N1c2ccccc2CC1C` (stereo not drawn) gave WRN inhibitor 3%&-13%, EPAC2 antagonist -1%&-3%, PI5P4K alpha inh 0&2, EPAC1 antag -7%&-9%, Mm-Cpn inhibitor 0%, CCT chaperon mod -0.6&0.1, EPAC1 agonist 0%&-7% and PLK1 PBD block 2%&-2%.
Screening O=C(NCCc1c[nH]c2ccccc12)C1CCN(Cc2ccc(Br)cc2)CC1 returned WRN inhibitor 1%, EPAC2 antagonist -1%, PI5P4K alpha inh 0, EPAC1 antag 0%, Mm-Cpn inhibitor 0%, CCT chaperon mod -5.4, EPAC1 agonist 1% and PLK1 PBD block 0%.
For COc1ccc(NC(=O)COC(=O)C(NC(=O)c2ccc(C)cc2)C(C)C)cn1 (stereo not drawn) the results were WRN inhibitor -4%, EPAC2 antagonist -2%, PI5P4K alpha inh 1, EPAC1 antag -8%, Mm-Cpn inhibitor 1%, CCT chaperon mod -1.9, EPAC1 agonist 7% and PLK1 PBD block -3%.
For CCOC(=O)N[C@H](Cc1c[nH]c2ccccc12)C(=O)NC1CC1 the results were WRN inhibitor 3%, EPAC2 antagonist 15%, PI5P4K alpha inh 3, EPAC1 antag 1%, Mm-Cpn inhibitor 4%, CCT chaperon mod -0.5, EPAC1 agonist -2% and PLK1 PBD block 5%.
`c1cn(-c2ccc(-c3ccnc4ncnn34)cc2)cn1` gave WRN inhibitor -5%, EPAC2 antagonist -3%, PI5P4K alpha inh 2, EPAC1 antag -15%, Mm-Cpn inhibitor -6%, CCT chaperon mod -0.5, EPAC1 agonist -8% and PLK1 PBD block 3%.
For Cc1c(NC(=O)CSc2nncn2-c2ccccc2)c(=O)n(-c2ccccc2)n1C the results were WRN inhibitor 2%, EPAC2 antagonist -1%, PI5P4K alpha inh 5, EPAC1 antag -12%, Mm-Cpn inhibitor 0%, CCT chaperon mod 0.8, EPAC1 agonist -1% and PLK1 PBD block -6%.

The last 2 entries of the part above are carried over, then new ones follow.
`c1cn(-c2ccc(-c3ccnc4ncnn34)cc2)cn1` gave WRN inhibitor -5%, EPAC2 antagonist -3%, PI5P4K alpha inh 2, EPAC1 antag -15%, Mm-Cpn inhibitor -6%, CCT chaperon mod -0.5, EPAC1 agonist -8% and PLK1 PBD block 3%.
For Cc1c(NC(=O)CSc2nncn2-c2ccccc2)c(=O)n(-c2ccccc2)n1C the results were WRN inhibitor 2%, EPAC2 antagonist -1%, PI5P4K alpha inh 5, EPAC1 antag -12%, Mm-Cpn inhibitor 0%, CCT chaperon mod 0.8, EPAC1 agonist -1% and PLK1 PBD block -6%.
For COc1ccc(CCNC(=O)CN2c3cccc4cccc(c34)S2(=O)=O)cc1OC the results were WRN inhibitor -2%, EPAC2 antagonist -11%, PI5P4K alpha inh 10, EPAC1 antag 2%, Mm-Cpn inhibitor -3%, CCT chaperon mod 0.0, EPAC1 agonist -6% and PLK1 PBD block 3%.
For Clc1ccc(-c2c[n+](Cc3cccc(Cl)c3)c3n2CCC3)cc1 the results were WRN inhibitor 1%, EPAC2 antagonist -1%, PI5P4K alpha inh 9, EPAC1 antag -2%, Mm-Cpn inhibitor 1%, CCT chaperon mod 0.2, EPAC1 agonist 4% and PLK1 PBD block -2%.
For Cc1cccc(N2CCN(C(=O)COc3cc(=O)n(C)c4ccccc34)CC2)c1C the results were WRN inhibitor -2%, EPAC2 antagonist -10%, PI5P4K alpha inh -3, EPAC1 antag -11%, Mm-Cpn inhibitor 1%, CCT chaperon mod -0.7, EPAC1 agonist 12% and PLK1 PBD block 0%.
`O=[N+]([O-])c1ccc(/C=N/Nc2cc(Cl)nc(-c3ccccc3)n2)cc1` gave WRN inhibitor -25%, EPAC2 antagonist -1%, PI5P4K alpha inh 7, EPAC1 antag -6%, Mm-Cpn inhibitor 0%, CCT chaperon mod -2.9, EPAC1 agonist 4% and PLK1 PBD block -8%.
For Cc1ccccc1OCCC(=O)Nc1ccccc1C(=O)N1CCCCC1 the results were WRN inhibitor -5%, EPAC2 antagonist 3%, PI5P4K alpha inh 4, EPAC1 antag -3%, Mm-Cpn inhibitor 0%, CCT chaperon mod -0.5, EPAC1 agonist -9% and PLK1 PBD block 0%.
For CCOc1ccccc1N1CCN(C(=O)C2=CC=CN3CCS(=O)(=O)N=C23)CC1 the results were WRN inhibitor 1%, EPAC2 antagonist -1%, PI5P4K alpha inh 6, EPAC1 antag -14%, Mm-Cpn inhibitor -2%, CCT chaperon mod 1.1, EPAC1 agonist 1% and PLK1 PBD block -15%.
`CSc1ccc(/C=N\Nc2nncn2N)cc1` gave WRN inhibitor 10%, EPAC2 antagonist 18%, PI5P4K alpha inh -2, EPAC1 antag -27%, Mm-Cpn inhibitor -1%, CCT chaperon mod -0.5, EPAC1 agonist 5% and PLK1 PBD block -3%.
For C=CCNC(=S)N(C1CCCCC1)C1CCCCC1 the results were WRN inhibitor -1%, EPAC2 antagonist 3%, PI5P4K alpha inh 8, EPAC1 antag -7%, Mm-Cpn inhibitor 1%, CCT chaperon mod 3.4, EPAC1 agonist 1% and PLK1 PBD block -10%.
`C=CCn1c(N)c(C(=O)Nc2ccc(C)cc2)sc1=S` gave WRN inhibitor -2%, EPAC2 antagonist 4%, PI5P4K alpha inh -14, EPAC1 antag -3%, Mm-Cpn inhibitor -3%, CCT chaperon mod -1.0, EPAC1 agonist -4% and PLK1 PBD block -13%.

Screening results (PubChem BioAssay)
